Assay outcomes deposited in PubChem BioAssay by several laboratories.
SKKanGAS inh – S. pyogenes SKKanGAS growth inhibitors in kanamycin, primary screen, streptokinase expression inhibitor project, SKKanGAS strain, BacTiter-Glo luminescence. 6 h. 300,000 compounds, 1.3% hits. AID 1662, 2009. inhibition, % at 7.5 µM;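 active = mean replicate score, as percent of positive control median, at least 50; inconclusive = mean below 50 but one replicate at or above 50; inactive = mean and every replicate below 50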;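 also: strain carries kanamycin resistance gene driven by streptokinase promoter and grows in 40 µg/ml kanamycin; loss of luminescence reflects streptokinase promoter inhibition or plain growth inhibition; 0% = median of DMSO wells and 100% = positive control at its reference dose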
MrgX1 PAM – positive allosteric modulators of MrgX1, primary screen, HEK293 cells, Fluo-4 calcium flux. Mas-related G-protein coupled receptor member X1 (Homo sapiens), Q96LB2. B-score at 10 µM. 310,000 compounds, 0.63% hits. FDSS; stronger effect = higher value;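 active = plate-corrected calcium response at least 3 library SD above typical, normal starting fluorescence, not activating the receptor alone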;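 also: compound read alongside a low EC10 to EC30 dose of BAM8-22 agonist; peak minus trough fluorescence over baseline measured at the second addition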
MrgX1 ag – agonists of human MrgX1 receptor, primary screen, HEK293 cells, Fluo-4 calcium flux. Fluo-4 calcium fluorescence, agonist mode; stronger effect = higher value. B-score at 10 µM. 310,000 compounds, 0.44% hits. AID 588627, 2011;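 active = calcium response B-score plate-corrected fluorescence ratio at least 3 library SD, with starting fluorescence B-score inside 5 SD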
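Material: MrgX1-expressing HEK293 cells / Dosing: compound as first of three additions / Incubation: overnight seeding, then 1 h dark dye loading / Signal: Fluo-4 NW calcium fluorescence / Evaluation: B-scored fluorescence response ratio / Benchmarks: positive and negative control wells on each plate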
HDAC3 inh – HDAC3 deacetylase inhibitors, primary screen, biochemical, fluorescence, cell-free homogeneous | recombinant HDAC3, fluorogenic peptide/trypsin coupled | inhibition, % at 8.3 µM | 320,000 compounds, 0.15% hits; in the data active = inhibition above about 26%, passing the limit was not always enough; inconclusive = no clear call, values can overlap the other calls
TRPC6 activator – mouse TRPC6 channel activators, primary screen, cell-based, HEK293, membrane potential dye; Short transient receptor potential channel 6 (Mus musculus), Q61143; HEK293-TRPC6 membrane potential dye fluorescence; stronger effect = higher value; B-score at 10 µM; 310,000 compounds, 0.13% hits; AID 2550, 2010;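 active = B-score of the integrated fluorescence ratio above library mean plus 3 SD, and starting fluorescence ratio within library mean plus 5 SD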;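 also: higher score means more depolarization so channel activation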
TMEM16A act – TMEM16A chloride channel activators or potentiators, primary screen, cell-based, HTS; Anoctamin-1 (Mus musculus), Q8BHY3; HEK293 TMEM16A/YFP-H148Q/I152L, iodide quench fluorescence; stronger effect = lower value; B-score at 10 µM; 340,000 compounds, 0.3% hits;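 active = fluorescence-ratio B-score plate-corrected deviation score at least 3 library SD below zero, with starting fluorescence score within 5 deviations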;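 also: channel opened by trigger with iodide after compound preincubation; score built on the fluorescence ratio of max minus min over baseline; more negative score means more quench and so TMEM16A activation or potentiation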
Target sequence (Q8BHY3 whole entry, looked up): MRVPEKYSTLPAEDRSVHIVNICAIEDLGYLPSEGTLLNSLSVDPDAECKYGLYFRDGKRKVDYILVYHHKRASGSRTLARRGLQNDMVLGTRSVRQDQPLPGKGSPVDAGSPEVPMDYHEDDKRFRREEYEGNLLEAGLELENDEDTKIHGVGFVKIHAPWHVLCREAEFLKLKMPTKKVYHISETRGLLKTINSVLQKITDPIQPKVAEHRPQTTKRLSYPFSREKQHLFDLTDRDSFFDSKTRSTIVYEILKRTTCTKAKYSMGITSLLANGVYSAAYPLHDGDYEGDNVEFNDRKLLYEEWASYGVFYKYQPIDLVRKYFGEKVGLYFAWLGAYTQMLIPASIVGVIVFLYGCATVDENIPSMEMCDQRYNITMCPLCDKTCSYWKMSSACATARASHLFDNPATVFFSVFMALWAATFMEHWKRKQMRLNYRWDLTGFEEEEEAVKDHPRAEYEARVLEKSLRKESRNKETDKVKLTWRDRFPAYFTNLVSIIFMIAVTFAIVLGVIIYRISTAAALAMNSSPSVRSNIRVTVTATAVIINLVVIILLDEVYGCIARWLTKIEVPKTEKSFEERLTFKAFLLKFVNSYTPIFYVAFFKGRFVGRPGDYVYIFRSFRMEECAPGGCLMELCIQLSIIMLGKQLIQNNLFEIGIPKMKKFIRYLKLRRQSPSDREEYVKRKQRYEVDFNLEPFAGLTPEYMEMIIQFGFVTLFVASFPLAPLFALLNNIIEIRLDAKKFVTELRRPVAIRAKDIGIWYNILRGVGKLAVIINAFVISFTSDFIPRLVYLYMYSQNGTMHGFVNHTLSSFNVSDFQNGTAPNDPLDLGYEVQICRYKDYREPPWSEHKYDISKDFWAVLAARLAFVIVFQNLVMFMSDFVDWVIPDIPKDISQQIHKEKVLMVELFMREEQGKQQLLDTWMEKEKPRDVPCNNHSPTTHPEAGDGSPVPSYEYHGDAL
MrgX1 antagonist – antagonists of human MrgX1 receptor, primary screen, HEK293 cells, Fluo-4 calcium flux | Mas-related G-protein coupled receptor member X1 (Homo sapiens), Q96LB2 | BAM8-22 antagonism; stronger effect = lower value | B-score at 10 µM | 310,000 compounds, 1.3% hits;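 active = calcium-response B-score plate-corrected more than 3 library SD below zero, starting fluorescence within 5 deviations, no agonist response on first addition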;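 also: peak minus trough fluorescence over baseline after final BAM8-22 challenge near maximal dose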
RGS4 inh – RGS4 inhibitors, primary screen, cell-based, HEK293 M3R inducible RGS4, calcium flux. AID 463165, 2010. Regulator of G-protein signaling 4 (Homo sapiens), P49798. Fluo-4 calcium flux; stronger effect = higher value; triggered by carbachol at its EC20. B-score at 10 µM. 310,000 compounds, 0.45% hits;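 active = B-score, a plate-corrected calcium signal, over three deviations above library mean, with baseline fluorescence within five deviations of library mean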;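 also: RGS4 expression induced by doxycycline in cells with stable M3 receptor; B-score is computed from the integrated fluorescence ratio over baseline after carbachol; higher B-score means a larger calcium signal and so more RGS4 inhibition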
TRPC6 inh – mouse TRPC6 channel inhibitors, primary screen, cell-based, HEK293, membrane potential dye; 310,000 compounds, 1.1% hits; ACh-evoked depolarization; stronger effect = lower value; B-score at 10 µM; AID 2553, 2010;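 active = B-score under library mean minus 3 SD, initial fluorescence not abnormally high, positive integrated signal ratio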;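 also: B-score derived from integrated fluorescence ratio over the kinetic read; more negative B-score means stronger inhibition of depolarization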
TMEM16A inh – TMEM16A chloride channel inhibitors, primary screen, cell-based, HTS | HEK293 TMEM16A/YFP iodide influx fluorescence, ionomycin | normalized B-score (activity score, 25-100; higher = stronger inhibition) at 10 µM | 310,000 compounds, 1.2% hits | AID 588511, 2011;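 active = ratio plate-corrected score three or more library SD toward inhibition, starting fluorescence score within five deviations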;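 also: score derived from kinetic fluorescence span divided by baseline fluorescence per well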
RGS4 pot – RGS4 potentiators or activators, primary screen, cell-based, HEK293 M3R inducible RGS4, calcium flux | 310,000 compounds, 0.92% hits | carbachol calcium flux Fluo4; stronger effect = lower value | B-score at 10 µM;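 active = B-score of the integrated calcium signal more than 4 SD below the library mean, with starting fluorescence not abnormally high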;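 also: negative B-score means reduced calcium response which marks RGS4 activation or potentiation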
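test system = HEK293 cells with stable M3R and inducible RGS4 | schedule = recording 10 s baseline at 1 Hz, 100 s post-agonist | technique = Fluo4-AM (2 µM) calcium-flux fluorescence, kinetic read | measure = Agonist-evoked peak-minus-minimum fluorescence over baseline, integrated ratio, B score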
The depositor's hits bear a star; i = inactive; ? = inconclusive; nt = not tested or not shown.

SMILES	SKKanGAS inh	MrgX1 PAM	MrgX1 ag	HDAC3 inh	TRPC6 activator	TMEM16A act	MrgX1 antagonist	RGS4 inh	TRPC6 inh	TMEM16A inh	RGS4 pot
O=C(c1ccc(SCc2ccco2)c([N+](=O)[O-])c1)N1CCOCC1	-4	i	i	-1	i	i	i	i	i	i	i
COC(=O)c1ccc(S(=O)(=O)N2CCCN(Cc3cccc(Br)c3F)CC2)n1C	0	i	i	-3	i	i	i	i	i	i	i
Cc1cccc(NC(=S)N(C)Cc2cn(C)c3ccccc23)c1	4	i	i	-9	i	i	i	i	i	i	i
COc1ccccc1N1CCN(C(=S)NC(=O)/C=C/c2ccccc2)CC1	44	i	i	-2	i	i	i	i	i	i	i
Nc1nc(SCC(=O)c2cc3ccccc3o2)n[nH]1	-8	i	i	?	i	i	i	i	i	i	i
O=C(C1CCC1)N1CCN(c2ccc(C(F)(F)F)cc2[N+](=O)[O-])CC1	-6	i	i	0	i	i	i	i	i	i	i
CN(CC(=O)Nc1ccc(F)cc1)C(=O)CSc1nc2ncc(Cl)cc2[nH]1	-16	i	i	2	i	i	i	i	i	i	i
O=C(NC(=S)Nc1cc(C(F)(F)F)ccc1N1CCOCC1)c1ccco1	-22	i	i	16	i	i	i	i	i	i	i
COC(=O)c1cc(C(=O)OCC(=O)NNC(=O)c2cccs2)cc([N+](=O)[O-])c1	10	i	i	18	i	i	i	i	i	i	i
O=C(NNC(=S)NC(=O)c1sc2ccccc2c1Cl)c1ccc(Cl)cc1	96*	i	i	-3	i	-9.3*	-18*	i	i	100*	i
COC(=O)c1ccc(NC(=O)CNS(=O)(=O)c2cccs2)cc1	16	i	i	2	i	i	i	i	i	i	i
Cc1oc(/N=C/c2ccccc2)c(C#N)c1C	2	i	i	9	i	i	i	i	i	i	i
CC(C)(CNC(=O)CC1C(=O)NCCN1Cc1cccc(F)c1F)N1CCOCC1 (stereo unspecified)	-1	i	i	-5	i	i	i	i	i	i	i
CC(C)OC(=O)c1cccc(C(=O)Oc2ccccc2)n1	-12	i	i	0	i	i	i	i	i	i	i
Cc1ccc(SCCn2nc(C(=O)O)c3ccccc3c2=O)cc1	-10	i	i	-4	i	i	i	i	i	i	i
O=C(CCCN1C(=O)c2cccc3cccc(c23)C1=O)NCc1cccnc1	4	i	i	-7	i	i	i	i	i	i	i
O=S(=O)(c1ccc(OCC(O)CNC23CC4CC(CC(C4)C2)C3)c(Cl)c1)N1CCOCC1 (stereo unspecified)	20	i	i	nt	i	i	i	i	i	i	i
Nc1scc(-c2ccncc2)c1Cl	9	i	i	10	i	i	i	i	i	i	i
CC1=C(C#N)C(Nc2cc(C)ccn2)(C(F)(F)F)C(=O)N1 (stereo unspecified)	-2	i	i	-8	i	i	i	i	i	i	i
O=C(CCCn1c(=O)[nH]c2ccccc2c1=O)N1CCN(c2ccccn2)CC1	-3	i	i	-6	i	i	i	i	i	i	i
O=C1c2ccccc2C(=O)N1Cc1nc(-c2ccncc2)no1	4	i	i	-2	i	i	i	i	i	i	i
Cc1ccc(OCC(=O)Nc2oc(-c3ccccc3)c(-c3ccccc3)c2C#N)cc1	20	i	i	-4	i	i	i	i	i	i	i
Cc1ccc(CNC(=O)C2CCC(=O)N(Cc3cccc(C(F)(F)F)c3)C2)o1 (stereo unspecified)	-11	i	i	-7	i	i	i	i	i	i	i
N#CCCCSc1nnc(Cc2ccc3c(c2)OCO3)o1	-6	i	i	2	i	i	i	i	i	i	i
COc1ccc(/C=C2\SC(=S)N(C(C(=O)O)c3ccccc3)C2=O)c(OC)c1 (stereo unspecified)	27	i	i	10	i	i	-5.2*	i	i	i	i
CS(=O)(=O)N(CCc1ccccc1)CC(=O)NCc1ccc2c(c1)OCO2	-8	i	i	-2	i	i	i	i	i	i	i
CCN(CC(=O)NCc1cccs1)C(=O)c1ccccc1F	?	i	i	0	i	i	i	i	i	i	i
COc1cccc(NC(=O)CN(C)C(C)C(=O)Nc2ccc(C(C)=O)cc2)c1 (stereo unspecified)	-7	i	i	1	i	i	i	i	i	i	i
Cc1ccc(NC(=O)NC2CCCCCCC2)cc1C	nt	i	i	5	i	i	i	i	i	i	i
O=S(=O)(NCc1ccco1)c1cnc(Cl)c(Br)c1	0	i	i	2	i	i	i	i	i	i	i
COc1ccc(CSc2n[nH]c(C)n2)cc1[N+](=O)[O-]	-5	i	i	4	i	i	i	i	i	i	i
Cc1cc(NC(=O)CSc2nc(=O)cc(N)n2-c2ccc(C)c(C)c2)no1	3	i	i	nt	i	i	i	i	i	i	i
Cn1c(CNC(=O)c2ccccc2F)nnc1SCC(=O)Nc1nncs1	-1	i	i	1	i	i	i	i	i	i	i
Cc1cc(C)c(NC(=O)C(C)c2cccc(C(=O)c3ccccc3)c2)c(C)c1 (stereo unspecified)	10	i	i	-3	i	i	i	i	i	i	i
CCOC(=O)C1=C(C)C2C3C(=O)N(c4ccccc4C)C(=O)C3C1(C)C1C(=O)N(c3ccccc3C)C(=O)C21 (stereo unspecified)	-10	i	i	1	i	i	i	i	i	i	i
CCOC(=O)C1=C(C)Nc2ncnn2C1c1c[nH]c2ccccc12 (stereo unspecified)	10	i	i	15	i	i	i	i	i	i	i
Cc1cnc(NC(=O)CCCc2nc3ccccc3s2)s1	-9	i	i	-10	i	i	i	i	i	i	i
COc1ccc(/C=C2\SC(=O)N(CCC(=O)N3CCN(C)CC3)C2=O)cc1	0	i	i	5	i	i	i	i	i	i	i
CC(=O)c1cc(NC(=O)c2ccc(C)cc2)c(=O)oc1C	4	i	i	-1	i	i	i	i	i	i	i
CCOc1ccc(OCCC(=O)OCC(=O)N2CCN(S(=O)(=O)c3ccc(Cl)cc3)CC2)cc1	-14	i	i	1	i	i	i	i	i	i	i
Cc1nc2ccccc2c2nc(NC(=O)Cc3ccccc3)nn12	2	i	i	-1	i	i	i	i	i	i	i
CCOC(=O)CN1N=C(/C=C/c2ccccc2)CCC1=O	-1	i	i	6	i	i	i	i	i	i	i
COC(=O)[C@H](Cc1c[nH]c2ccccc12)NC(=O)Cc1c[nH]c2ccccc12	-2	i	i	1	i	i	i	i	i	i	i
O=C(O)c1cccc(NC(=O)c2cccc(S(=O)(=O)N3CCc4ccccc4C3)c2)c1	11	i	i	2	i	i	i	i	i	i	i
CC(=O)N1CCN(Cc2nc(C(c3ccccc3)c3ccccc3)no2)CC1	-3	i	i	-9	i	i	i	i	i	i	-7.5*
COc1cc2nc(C3CCC3)n(NC(=O)COc3ccccc3)c(=O)c2cc1OC	-5	i	i	-3	i	i	i	i	i	i	i
Cc1ccc(Nc2ccccc2)cc1	14	i	i	2	i	i	i	i	i	i	i
CC(=O)Nc1cccc(NC(=O)CSc2nc(C3CC3)nc3ccccc23)c1	-6	i	i	0	i	i	i	i	i	i	i
CCC(Cc1ccccc1)NC(=O)C1CCC(CNc2c(N3CCCC3)c(=O)c2=O)CC1 (stereo unspecified)	1	i	i	-3	i	i	i	i	i	i	i
Cc1ccc(OCC(O)CN2CCN(CC(O)COC(C)C)CC2)c(C(C)(C)C)c1 (stereo unspecified)	-7	i	i	-1	i	i	i	i	i	i	i
O=C(NCCCO)C(=O)Nc1cc2c3c(c1)CCC(=O)N3CCC2	-3	i	i	2	i	i	i	i	i	i	i
O=S(=O)(Nc1ccc2c(c1)OCCO2)c1ccc(F)cc1	4	i	i	10	i	i	i	i	i	i	i
CC(=O)Nc1c(O)nc(C)[nH]c1=O	-5	i	i	-3	i	nt	i	i	i	i	i
CCOc1ccc(NC(=O)CN2CCN(CC(=O)Nc3ccc(OC)cc3OC)CC2)cc1	7	i	i	1	i	i	i	i	i	i	i
COc1cc(NC(=O)c2ccco2)c(OC)cc1NC(=O)c1cc(OC)c(OC)c(OC)c1	3	i	i	-1	i	i	i	i	i	i	i
CC(C)(C)n1ncc2c(=O)n(CC(=O)Nc3ccc4c(c3)OCCO4)cnc21	-5	i	i	-4	i	i	i	i	i	i	i
COc1ccc(CC(=O)NCC(=O)N/N=C(/C)c2ccco2)cc1	2	i	i	12	i	i	i	i	i	i	i
COc1ccc(-n2cc(C(=O)c3cc4ccccc4oc3=O)c(C(C)=O)n2)cc1	5	i	i	3	i	i	i	i	i	i	i
CC1CCN(S(=O)(=O)c2ccc3c(c2)N(CC(=O)NCCCOC(C)C)C(=O)CS3)CC1	-3	i	i	7	i	i	i	i	i	i	i
O=C(Cn1nc(-c2ccc3c(c2)OCCO3)ccc1=O)Nc1ccc(-n2cnnn2)cc1	0	i	i	1	i	i	i	i	i	i	i

(continued)
SMILES	SKKanGAS inh	MrgX1 PAM	MrgX1 ag	HDAC3 inh	TRPC6 activator	TMEM16A act	MrgX1 antagonist	RGS4 inh	TRPC6 inh	TMEM16A inh	RGS4 pot
O=C(Nc1ccccc1Br)C1CCN(C(=O)Cc2ccccc2)CC1	-2	i	i	1	i	i	i	i	i	i	i
CSc1nnc(-c2ccccc2SC)o1	-9	i	i	-9	i	i	i	i	i	i	i
COc1ccccc1N1CCN(S(=O)(=O)c2cc(C(F)(F)F)cc(C(F)(F)F)c2)CC1	-6	i	i	0	i	i	i	i	i	i	i
O=C(c1ccc2c(c1)OCO2)N(CC1CCCO1)C1(C(=O)NC2CCCCC2)CCCCC1 (stereo unspecified)	-5	i	i	1	i	i	i	i	i	i	i
Cc1ccc(S(=O)(=O)N(C)CC(=O)OCC(=O)NC(=O)Nc2ccc3c(c2)OCCO3)cc1	4	i	i	-6	i	i	i	i	i	i	i
